Compound activity deposited in PubChem BioAssay by Broad Institute.
PfHsp90 set2: growth inhibition of yeast expressing Plasmodium Hsp90; hit rate 0.32% among 310,000; inhibition, % at 9.4 µM; AID 504621; S. cerevisiae expressing PfHsp90, BacTiter-Glo ATP, 48 h; yeast lacking PDR1 and PDR3 efflux regulators;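 active = every replicate shows inhibition above about 80%, whatever the replicate mean, limit read from the data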;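 note: 0% = DMSO neutral controls and 100% = 20 µM radicicol positive controls; yeast relying on Plasmodium falciparum Hsp90 in place of its own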
NSD2 HMT inh: inhibitors of human histone methyltransferase NSD2. NSD2 peptide methylation, AlphaScreen, 120 min. inhibition, % at 12.5 µM. hit rate 0.54% among 310,000; in the data active = inhibition above about 50%
Rtt109 HAT inh: C. albicans Rtt109 histone acetyltransferase inhibition | purified Rtt109/Vps75, ThioGlo CoA-SH fluorescence, 4 h | inhibition, % at 34.9 µM | hit rate 0.16% among 330,000;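 active = inhibition of at least 50% in every replicate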
Target sequence (Q5AAJ8 whole entry, looked up): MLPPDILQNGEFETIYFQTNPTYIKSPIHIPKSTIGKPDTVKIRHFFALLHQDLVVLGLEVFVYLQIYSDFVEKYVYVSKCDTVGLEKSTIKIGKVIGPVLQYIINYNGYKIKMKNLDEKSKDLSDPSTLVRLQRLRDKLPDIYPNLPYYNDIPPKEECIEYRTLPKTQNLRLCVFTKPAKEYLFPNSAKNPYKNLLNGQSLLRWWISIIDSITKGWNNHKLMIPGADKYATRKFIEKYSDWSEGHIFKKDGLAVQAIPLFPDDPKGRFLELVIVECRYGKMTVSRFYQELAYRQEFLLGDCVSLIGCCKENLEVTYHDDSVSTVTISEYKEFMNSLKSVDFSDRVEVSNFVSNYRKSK
MITF TRPM1 HTS: increases MITF-driven TRPM1 promoter luciferase signal | SK-MEL-5 TRPM1-promoter luciferase, 24 h; % of positive control, neutral wells = 0 | activation, % at 12.5 µM | hit rate 0.75% among 300,000 | AID 588334;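 active = mean activation of at least 80% with every replicate also reaching 80%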;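 note: 0% = neutral control wells and 100% = parthenolide positive control wells; values of inactives mirror those of a sister screen read the other way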
CAL PDZ FP-1: human CAL PDZ-peptide interaction inhibition; purified CAL PDZ, TMR-peptide fluorescence polarization, 1 h; inhibition, % at 20 µM; hit rate 0.02% among 330,000; AID 504414;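 active = highest replicate inhibition of at least 40%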;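 note: plate controls were DMSO neutral control wells for no effect and unlabeled competitor peptide control wells for full effect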
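Read-out basis: mP drop reported as inhibition | Assay system: Tagged CAL PDZ protein CerCALP, purified | Benchmarks: Unlabelled peptide for full inhibition, DMSO wells as neutral | Schedule: 1 h incubation at room temperature before polarization reading | Buffer or medium: Sodium phosphate/NaCl buffer pH 7.4 with TCEP, IgG, Thesit | Doses: Single point, 20 µM | Measured by: Fluorescence polarization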
CAL PDZ FP-2: CAL PDZ (human) peptide binding inhibition | Q9HD26 | purified CAL PDZ, TMR-peptide fluorescence polarization, 1 h | inhibition, % at 24.9 µM | hit rate 0.92% among 300,000 | AID 602252;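 active = mean inhibition of at least 30% with at least half of replicates also reaching 30%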;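 note: 0% = DMSO neutral control and 100% = excess unlabeled competitor peptide PRC23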
PvdQ inh: P. aeruginosa PvdQ acylase inhibition. purified PvdQ acylase, fluorescence plate reader. inhibition, % at 10 µM. hit rate 0.063% among 340,000. AID 488965; in the data active = inhibition above about 30%, passing the limit was not always enough;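 note: 0% = vehicle neutral wells and 100% = reference inhibitor wells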
SR-BI DiI inh: blocks mouse SR-BI lipid uptake from DiI-HDL; ldlA[mSR-BI] CHO cells, DiI-HDL uptake fluorescence, 3 h; inhibition, % at 12.5 µM; Q61009; hit rate 0.96% among 320,000;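 active = mean replicate inhibition of at least 70% and a set share of replicates each scoring 70 or more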;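 note: 0% = median of neutral control wells and 100% = median of positive control wells; values of inactives mirror those of a sister screen read the other way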
SR-BI uptake up: activators of SR-BI mediated HDL lipid uptake. AID 504775. hit rate 0.096% among 320,000. activation, % at 12.5 µM. CHO ldlA[mSR-BI] cells, DiI-HDL uptake fluorescence, 3 h; 100 = double the neutral-control signal;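 active = mean replicate activation of at least 60% and every replicate at or above 60%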;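 note: 0% = median plate neutral-control signal and 100% = twice that signal; values of inactives mirror those of a sister screen read the other way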
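Assay system: LDL receptor-deficient CHO ldlA cells overexpressing murine SR-BI / Medium: BSA-supplemented, HEPES-buffered Ham's F12, pH 7.4 / Probe or stimulus: DiI-labelled HDL at 10 µg/mL final / Timing: compound with DiI-HDL co-incubation, 3 h at 37 °C / Technique: bottom-read cell fluorescence after medium removal, ex 550/em 595 nm / Measure: HDL uptake via cellular fluorescence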
dFosB activator: enhances mouse delta FosB homodimer DNA binding; purified delta FosB, TAMRA-CDK5 oligo fluorescence polarization; percent of positive-control signal above neutral wells; activation, % at 25 µM; hit rate 0.99% among 340,000;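 active = mean activation above about 17%, with every replicate also reaching it, limit read from the data, passing the limit was not always enough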;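 note: fluorescence polarization rise as delta FosB binds a TAMRA Cdk5 AP-1 oligo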
Target sequence (P13346 whole entry, looked up): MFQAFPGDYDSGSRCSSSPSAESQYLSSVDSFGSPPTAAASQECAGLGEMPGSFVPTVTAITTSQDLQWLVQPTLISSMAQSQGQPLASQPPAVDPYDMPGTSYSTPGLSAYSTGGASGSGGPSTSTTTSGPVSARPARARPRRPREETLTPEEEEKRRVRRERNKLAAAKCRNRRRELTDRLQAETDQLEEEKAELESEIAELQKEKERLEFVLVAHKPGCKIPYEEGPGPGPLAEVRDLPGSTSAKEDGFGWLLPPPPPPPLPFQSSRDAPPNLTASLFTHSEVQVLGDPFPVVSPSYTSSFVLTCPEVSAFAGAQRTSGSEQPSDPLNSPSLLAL
An asterisk follows results filed as active; · = no result given. Not a hit list; overall some 4.3% were active at least once.

SMILES	PfHsp90 set2	NSD2 HMT inh	Rtt109 HAT inh	MITF TRPM1 HTS	CAL PDZ FP-1	CAL PDZ FP-2	PvdQ inh	SR-BI DiI inh	SR-BI uptake up	dFosB activator
CCc1ccccc1N(C(=O)c1ccco1)C(C(=O)NC1CCCC1)c1cccnc1 (configuration not stated)	0.3	1.1	24.5	2.8	-0.9	-3.6	-2.3	·	·	-0.6
O=C(CN1C(=O)c2ccccc2S1(=O)=O)NC(Nc1ccccc1F)C(Cl)(Cl)Cl (configuration not stated)	12.0	-2.8	-1.1	0.6	0.3	0.1	-0.5	18.0	-18.0	-7.9
O=C(O)C1C2CCC(O2)C1C(=O)Nc1ccc(Cl)cc1F (configuration not stated)	-6.8	-3.9	3.1	·	0.0	2.2	-8.5	-3.6	3.6	-4.4
NC(=O)CC(NC(=O)Cc1cccc2ccccc12)c1ccc(N2CCCCCC2)c([N+](=O)[O-])c1 (configuration not stated)	-8.3	·	-4.0	0.9	-0.7	-0.3	-6.3	25.0	-25.0	-10.1
N#C/C(=C1/CCCN1)c1ccccn1	-20.3	·	-1.6	7.7	-0.4	-1.9	-13.0	3.2	-3.2	3.6
CC1(C)CC(=O)C(C2C3=C(CC(C)(C)CC3=O)Oc3ccccc32)=C(O)C1 (configuration not stated)	6.3	6.4	-5.3	-9.5	0.1	-4.3	-13.2	-17.4	17.4	-2.3
O=C(NCc1cccc(Cl)c1)c1cccc(S(=O)(=O)N2CCCC2)c1	-3.6	-2.4	-3.4	-0.7	-1.5	-2.4	-14.1	-4.8	4.8	-0.7
CC(=O)c1ccc(NC(=O)C2C3C=CC(C3=C(c3ccccc3)c3ccccc3)C2C(=O)O)cc1 (configuration not stated)	2.3	11.2	·	0.0	-2.3	-6.1	5.6	-6.2	6.2	-6.6
COc1ccccc1NS(=O)(=O)c1cc(C(=O)NCC2CCCO2)ccc1C (configuration not stated)	-44.2	-1.6	2.1	-0.7	-2.3	-1.9	-11.2	-10.2	10.2	-3.4
CCN(CC)S(=O)(=O)c1ccc(C)c(NC(=O)COc2ccc3c(C)cc(=O)oc3c2)c1	-11.6	6.1	0.8	-2.1	-1.5	-2.5	-14.6	27.2	-27.2	-7.7
Cc1ccc(S(=O)(=O)N(Cc2ccccc2)C(C)C)cc1	8.8	-20.2	3.1	-15.5	-0.9	·	-13.0	-11.8	11.8	-5.1
CCCCN(C(=O)c1ccc2c(c1)NC(=O)CS2)c1ccccc1	2.2	7.0	2.8	-12.2	-1.0	·	-12.2	-5.8	5.8	-15.1
C=CC[C@H](CC(=O)N(CCO)Cc1ccccc1)C(=O)N[C@H](COC(=O)[C@H](CC=C)CC(=O)OC(C)(C)C)Cc1ccccc1	-21.5	·	9.3	-11.0	-0.9	0.9	7.9	4.9	0.3	-1.4
COc1ccc(-c2cc(C(=O)N(C)CCc3ccc(OC)c(OC)c3)c3ccccc3n2)cc1	24.1	1.0	12.9	-2.8	-2.5	-1.4	5.8	30.7	-30.7	-15.6
COc1ccc(S(=O)(=O)N2CCN(C(=O)c3cc(-c4ccc(Br)cc4)n[nH]3)CC2)cc1OC	-10.4	-4.7	5.1	-21.2	-3.1	1.8	-10.3	40.9	-40.9	8.6
CCCC(=O)NC(=S)Nc1ccc(C(C)=O)cc1	-34.0	0.2	-2.1	48.3	-1.3	-2.2	-11.4	17.0	-17.0	-1.5
CCOC(=O)n1c(=O)oc2cc(S(=O)(=O)N3CCCCC3)ccc21	17.3	2.8	4.9	-7.1	-0.7	-2.6	8.8	-3.2	3.2	0.5
Nc1ccc(C(=O)CC(=O)Nc2ccc(Cl)cc2)cc1	-25.4	-2.1	·	19.1	0.1	-4.1	-10.6	6.3	-6.3	-15.9
CN(C)CCCNc1cc(-c2ccccc2)nc2cc(-c3cccc(F)c3)nn12	14.5	-4.3	7.3	·	-9.6	-14.1	-9.0	19.3	-19.3	56.4*
CC(C)Cc1nnc(NC(=O)CCC(=O)NC2CCCCCCC2)s1	41.0	-3.3	-5.1	9.4	0.1	-3.8	8.6	-14.0	14.0	4.9
Cc1cccc(C(C(C(=O)c2ccccc2)N2CCOCC2)N2CCOCC2)c1 (configuration not stated)	-37.6	-4.4	-3.9	17.3	-0.5	-4.0	-19.0	-0.1	0.1	-3.1
O=C(Nc1ccc(N2CCCCC2)cc1)C1CCCN1S(=O)(=O)c1ccc(F)cc1 (configuration not stated)	-3.4	5.9	-1.0	10.4	0.0	·	-12.8	25.5	-25.5	-10.2
Cn1ccnc1SCCNC(=O)CCc1nnc(CCc2ccccc2)o1	-3.1	0.4	·	-3.5	-1.3	-3.8	3.2	-23.1	23.1	-2.2
CCc1nc2c(oc3ccccc32)c(=O)[nH]1	-14.6	1.1	-2.0	23.2	-1.8	-1.9	-6.2	-17.6	17.6	0.3
Cn1nc(-c2ccccc2)c(C#N)c1Sc1cccc(Cl)c1	-7.4	22.7	-6.6	1.8	-0.3	-8.9	-0.2	22.1	-22.2	0.4
Cc1csc(Sc2ccc(C(=O)OCC(=O)Nc3ccc(OC(F)(F)F)cc3)cc2[N+](=O)[O-])n1	-11.9	6.8	-2.6	-2.4	-0.1	·	2.6	2.2	-2.2	-1.8
COc1ccc(NC(=O)c2ccccc2Sc2ccc(NC(C)=O)nc2)cc1	12.7	5.9	10.0	0.0	0.2	4.7	1.1	24.7	-24.7	4.0
CCC(C)NC(=O)C(Cc1ccccc1)NS(=O)(=O)c1ccc2c(c1)oc(=O)n2C (configuration not stated)	-13.1	1.5	-21.9	13.3	-2.8	1.3	-14.9	-6.9	6.9	3.1
COC(=O)NNC(=S)Nc1cc(OC)ccc1OC	0.7	-1.9	6.6	9.4	-2.6	10.9	7.5	-18.8	18.8	0.9
CC(=O)N(Cc1ccccn1)Cc1ccco1	-0.5	0.2	-2.6	-1.5	-0.4	0.9	-3.2	-25.8	25.8	3.0
COCCCNC(=O)C1CCN(C(=O)Nc2ccc(Cl)cc2)CC1	32.3	-1.5	-6.9	·	0.0	1.1	-7.4	6.3	-6.3	-2.9
CCON1C(=O)C(C)(C)N(OCC)C(=O)C1(C)C	1.6	6.8	-8.9	-8.9	-0.1	7.8	-6.2	-5.2	5.2	2.4
CCOC(=O)c1cc2c(=O)n3ccccc3nc2n(C(C)C)c1=NC(=O)c1ccco1	·	-0.4	-411.3	8.9	-1.0	2.3	-12.5	3.2	-3.2	-20.3
COc1ccc(N/C=C2\C(=O)c3c(sc(C)c3C)N(C)S2(=O)=O)cc1	-3.4	-3.5	-2.2	·	0.7	·	-20.1	33.5	-33.6	-1.8
CCCN(CC1CCCO1)C(=O)c1cc(COc2cccc(OC)c2)on1 (configuration not stated)	-7.6	-2.1	0.8	21.4	-0.7	0.2	-5.2	7.2	-7.2	-6.6
O=C(COc1ccc(F)cc1Br)N1CCN(S(=O)(=O)/C=C/c2ccccc2)CC1	-9.9	-1.2	3.3	-0.7	-0.7	53.5*	-16.5	9.6	-9.7	-12.9
C=CCNC(=O)NC(=O)COC(=O)c1cccnc1SC	-10.1	-3.1	20.4	3.5	-1.0	-2.6	4.1	-17.7	17.7	-7.0
CN(C)C(=O)Nc1cnc2ccccc2c1	-6.6	-0.2	7.2	6.5	0.1	-0.7	-4.4	-17.7	17.7	-1.1
COc1cc(C(C)=O)ccc1O	32.1	·	-3.0	10.5	-1.1	-0.2	-2.7	-3.9	3.9	1.6
CN(C(=O)CSc1nc(-c2cccs2)nc2ccccc12)C1CCS(=O)(=O)C1 (configuration not stated)	5.4	-2.1	2.6	-6.2	-0.3	-2.8	-9.0	21.7	-21.7	0.2
CCN(CC(=O)Nc1cccc(Br)c1)Cc1nc2ccccc2c(=O)[nH]1	3.2	0.7	-2.3	7.4	-1.0	-4.8	0.4	·	·	-0.5
Cc1ccc(C(=O)Nc2cc(Cl)ccc2-n2cncn2)s1	-36.3	2.0	5.1	-12.5	-2.1	-2.7	1.2	30.1	-30.1	-9.3
Cc1ccc(S(=O)(=O)Nc2ncnc3ccccc23)cc1	1.5	-7.7	-5.6	3.1	-0.6	-7.2	-2.3	1.5	-1.5	-2.8
CCN(CC)S(=O)(=O)c1ccc(C(=O)Nc2ccc3c(c2)OCCO3)cc1	7.9	-1.4	-1.3	1.8	-1.7	·	3.2	41.9	-41.9	-3.3
O=c1c2ccccc2c(-c2ccc(F)cc2)nn1-c1ccc(C(F)(F)F)cc1	-3.5	-5.0	5.8	-11.9	0.1	-6.5	2.6	-5.6	5.6	1.2

Random excerpt: 5 entries already listed
SMILES	PfHsp90 set2	NSD2 HMT inh	Rtt109 HAT inh	MITF TRPM1 HTS	CAL PDZ FP-1	CAL PDZ FP-2	PvdQ inh	SR-BI DiI inh	SR-BI uptake up	dFosB activator
CCCC(=O)NC(=S)Nc1ccc(C(C)=O)cc1	-34.0	0.2	-2.1	48.3	-1.3	-2.2	-11.4	17.0	-17.0	-1.5
CCC(C)NC(=O)C(Cc1ccccc1)NS(=O)(=O)c1ccc2c(c1)oc(=O)n2C (configuration not stated)	-13.1	1.5	-21.9	13.3	-2.8	1.3	-14.9	-6.9	6.9	3.1
CCN(CC)S(=O)(=O)c1ccc(C(=O)Nc2ccc3c(c2)OCCO3)cc1	7.9	-1.4	-1.3	1.8	-1.7	·	3.2	41.9	-41.9	-3.3
CC(=O)N(Cc1ccccn1)Cc1ccco1	-0.5	0.2	-2.6	-1.5	-0.4	0.9	-3.2	-25.8	25.8	3.0
NC(=O)CC(NC(=O)Cc1cccc2ccccc12)c1ccc(N2CCCCCC2)c([N+](=O)[O-])c1 (configuration not stated)	-8.3	·	-4.0	0.9	-0.7	-0.3	-6.3	25.0	-25.0	-10.1

More entries follow.
SMILES	PfHsp90 set2	NSD2 HMT inh	Rtt109 HAT inh	MITF TRPM1 HTS	CAL PDZ FP-1	CAL PDZ FP-2	PvdQ inh	SR-BI DiI inh	SR-BI uptake up	dFosB activator
CCOc1ccc(-c2c(C#N)c(N)nc3c2c(=O)n(C)c(=O)n3C)cc1OC	-0.1	-3.8	-10.2	-10.5	·	-4.5	-4.0	-4.6	4.6	-4.1
CCc1ccccc1NC(=O)CN1CCN(C(=O)CNC(=O)Cc2cccc3ccccc23)CC1	-30.5	-0.7	-3.9	-5.8	-1.0	-0.9	-12.5	-23.8	23.8	-9.9
COc1ccccc1C(=O)Nc1ccc2ccccc2c1	7.4	·	-3.5	18.8	-2.3	-2.9	-0.5	23.3	-23.3	-3.5
Cc1cccc(-n2ncc3c(NCc4ccccn4)ncnc32)c1	17.9	-2.6	4.9	69.0	-3.1	·	2.1	-30.6	30.6	-13.0
